aGlu spleen mod = inhibitors or activators of human alpha-glucosidase in spleen homogenate; hit rate 0.006% among 240,000; AID 2112; P10253; Potency, µM (highest dose often 79.9 µM), without a hit: at the highest dose activity change, negative = inhibition, hits mostly inhibitors; human spleen homogenate, 4-MU-alpha-glucoside fluorescence;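 also: 0% = enzyme with vehicle and -100% = no enzyme basal signal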
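AC50 values come from Hill-equation fits of concentration-response data, normalized to no-enzyme and full-activity controls. Enzyme source: 1 ug human spleen homogenate; 1 mM fluorogenic 4-MU glucoside, pH 5.0 citrate buffer, 37 C, 40 min.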
GoLoco inh red = blocks human Gai1 binding to RGS12 GoLoco peptide, red readout; P63096; Gai1:RGS12 GoLoco peptide FP, rhodamine, 10 min; Potency, µM (series often up to 61.6 µM), for the others: at the top dose activity, negative = inhibition, usual class: inhibitors; hit rate 0.44% among 230,000; AID 880; active = well fitted inhibition curve with a large enough effect, not every such curve was filed as active; inactive = no such curve, though single readings can be large or run the other way; also: nearly all actives have a fitted effect of over 30% in size; many of its hits are not listed in these tables
Target sequence (P63096 whole entry, looked up): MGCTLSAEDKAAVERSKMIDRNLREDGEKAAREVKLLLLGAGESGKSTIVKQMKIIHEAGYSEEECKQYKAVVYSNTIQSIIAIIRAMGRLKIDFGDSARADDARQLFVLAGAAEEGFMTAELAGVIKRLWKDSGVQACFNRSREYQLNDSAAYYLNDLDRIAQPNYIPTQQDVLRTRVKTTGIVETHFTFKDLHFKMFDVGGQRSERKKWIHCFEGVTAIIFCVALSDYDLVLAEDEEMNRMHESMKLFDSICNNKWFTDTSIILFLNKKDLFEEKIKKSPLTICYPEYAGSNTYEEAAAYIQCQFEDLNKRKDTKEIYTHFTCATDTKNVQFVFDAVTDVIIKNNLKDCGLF
GAA inh = blocks human lysosomal alpha-glucosidase; P10253; purified human GAA, 4-MU-alpha-glucoside fluorescence; Potency, µM (titrated, usually from 76.9 µM), for the others: at the highest dose activity change, negative = inhibition, usual class: inhibitors; hit rate 0.005% among 200,000; AID 1466;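 also: plate controls were uninhibited enzyme wells for no effect and no-enzyme background for full effect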
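AC50 values come from Hill fits of compound titrations (up to 77 uM) against 4 nM human enzyme. Substrate 4-methylumbelliferyl-alpha-D-pyranoside at 400 uM, pH 5.0 citrate buffer, 20 min room temperature; fluorescence Ex 365/Em 440 after alkaline stop.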
TexasRed fluor = alters Texas Red total fluorescence, flagging assay interference. TRb/SRC2 Texas Red total fluorescence interference. hit rate 0.29% among 280,000. Potency, µM (highest dose often 106 µM), for the others: at the highest dose fluorescence change, negative = quenching. AID 1479; active = well fitted curve in either direction with a large enough effect; inconclusive = small, poorly fitted or top-dose-only effect
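Flags fluorescent or light-absorbing compounds by total fluorescence, S + 2P, at 555 nm excitation and 632 nm emission. Mixture: 20 nM Texas Red SRC2 peptide, 0.6 uM human TRb LBD, 1 uM T3, 5% DMSO; compound exposure 5 h at ambient temperature.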
L3MBTL1 inh = L3MBTL1 (human) inhibition | AlphaScreen L3MBTL1–H3K9me1 peptide binding | Potency, µM (series often up to 57.1 µM), for inactives: at the highest dose activity, negative = inhibition, usual class: inhibitors | hit rate 0.66% among 230,000 | Q9Y468; also: nearly all actives have a fitted effect of over 60% in size
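L3MBTL1 50 nM + b-AHA-H3(1-15)K9me1 75 nM, 30 min RT; compound added, 30 min RT; streptavidin donor/Ni-chelate acceptor beads 10 ug/mL each final, 30 min RT dark; AlphaScreen read.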
RECQ1 inh = inhibitors of human RECQ1 DNA helicase. P46063. RECQ1 DNA unwinding, red fluorescence kinetic read. Potency, µM (titrated, usually from 57.3 µM), without a hit: at the top dose activity, negative = inhibition, hits mostly inhibitors. hit rate 0.54% among 240,000;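 also: plate controls were vehicle for no effect and no enzyme for full effect; nearly all actives have a fitted effect of over 30% in size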
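50 nM RECQ1T1 preincubated 15 min with compound in Tris pH 8.0 buffer with MgCl2, DTT, Tween-20 and 2.5 ug/ml poly(dI-dC); started with 200 nM TAMRA/BHQ-2 forked duplex and 2 mM ATP. Unwinding read as fluorescence (525/598 nm), two reads 2 h apart.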
GAA glycogen mod = GAA glycogen-cleavage inhibition or activation; AID 2100; P10253; hit rate 0.38% among 300,000; recombinant GAA, glycogen substrate, Amplex Red glucose oxidase fluorescence; Potency, µM (doses to about 76.4 µM), inactives show at the top dose activity change, negative = inhibition, most hits filed as inhibitors;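 also: 0% = full enzyme reaction and -100% = no-enzyme basal signal; the screen sought inhibitors and activators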
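Natural-substrate format: glycogen cleavage by 4 nM human enzyme, glucose read by Amplex Red coupling (Ex 573, Em 610 nm). Normalized to enzyme and no-enzyme controls.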
TRb-SRC2 inh = disrupts binding of human TR beta to SRC2; P10828; TRbeta-SRC2 peptide binding, fluorescence polarization; receptor liganded with 1 µM T3; hit rate 0.065% among 280,000; Potency, µM (titrated, usually from 106 µM), for inactives: at the top dose activity change, negative = inhibition, most hits filed as inhibitors;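 also: plate controls were bound peptide for no effect and peptide without receptor for full effect; nearly all actives have a fitted effect of over 50% in size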
Target sequence (P10828 whole entry, looked up): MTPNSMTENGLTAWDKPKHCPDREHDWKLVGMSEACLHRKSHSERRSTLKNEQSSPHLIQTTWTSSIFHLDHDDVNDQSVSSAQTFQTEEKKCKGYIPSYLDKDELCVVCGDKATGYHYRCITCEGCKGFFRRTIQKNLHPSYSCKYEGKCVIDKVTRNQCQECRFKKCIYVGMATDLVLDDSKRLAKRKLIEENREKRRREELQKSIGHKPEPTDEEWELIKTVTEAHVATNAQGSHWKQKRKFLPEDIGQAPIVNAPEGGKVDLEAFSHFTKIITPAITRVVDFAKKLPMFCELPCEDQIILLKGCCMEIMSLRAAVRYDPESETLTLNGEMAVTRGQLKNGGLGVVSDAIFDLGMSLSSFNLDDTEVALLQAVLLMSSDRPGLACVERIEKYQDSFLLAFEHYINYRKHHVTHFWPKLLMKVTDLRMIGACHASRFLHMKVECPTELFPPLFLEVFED
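A fluorescence polarization screen tested compounds at multiple concentrations against complex formation between 0.6 uM TRb ligand-binding domain and 20 nM Texas Red SRC2 peptide, with 1 uM T3 present; readout after 5 hr.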
An asterisk follows results filed as active; i = inactive; ? = inconclusive; · = not tested or not shown; & = joins results of further samples; [ ] = dose if it differs, or a comment. Unless noted, calls follow the shape of the dose curve; as a rule, active = well fitted curve in the direction sought with a large enough effect; inconclusive = small, poorly fitted or top-dose-only effect, or another doubt; inactive = no such curve, though single readings can be large; an effect the other way counts as inactive or inconclusive. Unless noted, % is scaled to controls: 0 for no effect and ±100 for the full control effect; potency is read from the fitted curve at half-maximal effect.

structure	aGlu spleen mod	GoLoco inh red	GAA inh	TexasRed fluor	L3MBTL1 inh	RECQ1 inh	GAA glycogen mod	TRb-SRC2 inh
COc1ccc2c(C)cc(SCC(=O)c3ccc4c(c3)OCO4)nc2c1	-1.6%	95.8%[activator]	-0.8%	5.2%	4.9%	-23.3%	-12.7%	-6.2%
Nc1ccc2nc(SCC(=O)Nc3ccc(N4CCOCC4)c(Cl)c3)sc2c1	-8.9%	-73.7%	-5.1%	-5.0%	-12.4%	-5.7%	10.6%	-7.8%
CC1c2[nH]c3ccccc3c2CCN1S(C)(=O)=O (centres undefined)	2.3%	2.9%	3.7%	-2.4%	-4.7%	-0.1%	2.5%	1.6%
CC(C)CSc1nnc2c(n1)[nH]c1ccccc12	0.0%	-3.7%	-1.2%	1.9%	·	-2.5%	-0.9%	2.1%
COc1ccccc1C(=O)Nc1ccc(N2CCN(Cc3ccccc3)CC2)cc1	-9.1%	2.0%	-9.0%	-1.5%	-6.2%	-6.0%	-5.6%	-6.1%
O=C(c1cccs1)N1CCN(Cc2ccncc2)CC1	0.1%	-4.8%	3.0%	3.4%	1.8%	-9.3%	-2.1%	7.4%
O=C(COc1ccccc1O)Nc1ccccc1Cl	-27.4%	-4.8%	-2.8%	-5.7%	44.6%[activator]	i	-20.8%	-5.9%
COc1ccc(C2C(CN3CCOCC3)C(=O)N2c2ccccc2)cc1 (centres undefined)	-4.6%	6.4%	12.1%	0.6%	-1.8%	0.7%	8.8%	0.7%
Cc1ccc(-c2cc(C(F)F)n3ncc(C(=O)Nc4cn(C)nc4C)c3n2)cc1	7.1%	17.5%	8.4%	-0.5%	17.2%	i	1.0%	-5.2%
O=C(NCCc1nc2ccccc2[nH]1)/C(=C/c1ccco1)NC(=O)c1ccccc1Br	-2.1%	-11.9%	2.4%	-2.5%	-12.5%	7.2%	2.8%	2.1%
Cc1ccc(NC2=C/C(=N/S(=O)(=O)c3cccs3)c3ccccc3C2=O)cc1	1.8%	6.9%	-2.0%	0.3%	?	i	1.5%	-2.7%
Cn1c(SCC(=O)Nc2cccc(F)c2)nc2c([nH]c3ccccc32)c1=O	3.3%	10.4%	-4.5%	0.3%	-1.7%	i	-2.5%	4.8%

Profiles from above.
Profile of CC1c2[nH]c3ccccc3c2CCN1S(C)(=O)=O (centres undefined) → aGlu spleen mod: 2.3%; GoLoco inh red: 2.9%; GAA inh: 3.7%; TexasRed fluor: -2.4%; L3MBTL1 inh: -4.7%; RECQ1 inh: -0.1%; GAA glycogen mod: 2.5%; TRb-SRC2 inh: 1.6%
Profile of O=C(c1cccs1)N1CCN(Cc2ccncc2)CC1 → aGlu spleen mod: 0.1%; GoLoco inh red: -4.8%; GAA inh: 3.0%; TexasRed fluor: 3.4%; L3MBTL1 inh: 1.8%; RECQ1 inh: -9.3%; GAA glycogen mod: -2.1%; TRb-SRC2 inh: 7.4%

Next part
structure	aGlu spleen mod	GoLoco inh red	GAA inh	TexasRed fluor	L3MBTL1 inh	RECQ1 inh	GAA glycogen mod	TRb-SRC2 inh
Cc1ccc(CN2CCN(/N=C/c3sccc3C)CC2)c(C)c1	-0.6%	-7.7%	-3.4%	-2.3%	-14.9%	-1.4%	-16.7%	5.5%
CC1c2ccsc2CCN1S(=O)(=O)c1cccs1 (centres undefined)	-11.0%	5.3%	·	0.4%	7.4%	-14.9%	6.6%	-1.1%
CC(C)CNS(=O)(=O)c1ccc(CC(C)C)cc1	-20.1%	0.4%	?	0.1%	·	-0.7%	-1.5%	-7.3%
O=C1C=C(c2ccccc2)C[C@H](c2cccs2)[C@H]1n1cnc([N+](=O)[O-])c1	-2.2%	-15.8%	-13.2%	-2.2%	0.9%	i	0.2%	-2.3%
CN(C)c1cc(-c2ccc(Cl)c(Cl)c2)oc(=O)c1Cl	-1.3%	6.1%	·	-3.1%	·	22.2%	2.8%	-4.2%
O=C(COC(=O)c1ccc(NS(=O)(=O)c2cccs2)cc1)NCc1ccco1	-1.7%	10.8%	·	-17.1%	·	14.1µM*	-0.6%	3.6%
Cc1cc(C(=O)OCC(=O)Nc2ccc(F)cc2F)c(C)o1	-5.1%	2.1%	-7.6%	0.3%	-1.0%	-3.3%	4.9%	-3.0%
CC1(C(=O)NC2CCCCCCC2)CCC(=O)N1CCN1CCOCC1 (centres undefined)	-11.8%	-12.1%	-4.0%	0.0%	-1.6%	-2.2%	-4.6%	1.0%
COc1ccc(CCNC(=O)COc2ccccc2[N+](=O)[O-])cc1OC	-2.0%	-2.4%	·	-2.9%	5.1%	-10.9%	2.7%	-0.1%
CCOC(=O)c1cnc2c(C)cccc2c1NCCc1ccc(OC)c(OC)c1	-9.7%	-3.7%	?	-0.7%&-4.6%	18.1%	-4.0%	3.3%	5.9%&-14.3%
CCN(CCn1cccn1)C(=O)CCc1nnc(Cc2c[nH]c3ccccc23)o1	-4.6%	4.8%	?	-0.2%[53 µM]	9.9%	i	4.7%	-0.1%[53 µM]
COc1ccc(CC(=O)NC2CCN(CC(=O)Nc3ccc4c(c3)OCCO4)CC2)cc1OC	5.5%	8.7%	-1.0%	-1.5%	8.8%	-0.5%	6.7%	-13.8%
CC(C)N(CCc1ccncc1)C(=S)Nc1ccc(F)c(Cl)c1	-8.4%	0.8%	-12.5%	-0.4%	·	i	-3.8%	-2.8%
CC(=O)NC(Cc1ccccc1)C(=O)NC1CCN(C(=O)NC2CCCCC2)CC1 (centres undefined)	-3.4%	0.1%	-8.0%	-5.2%	12.7%	i	-3.8%	4.5%
CC(C)c1c(O)nc(SCC(=O)N2CCOCC2)[nH]c1=O	6.7%	9.5%	-3.9%	0.2%	·	i	-4.1%	2.3%
O=C(NCC1CCCO1)c1coc2nc3ccccc3nc12 (centres undefined)	?	76.5%[activator]	?	-1.9%	1.7%	i	2.5%	-17.1%
CSc1ccccc1NC(=O)c1cc(CC(C)C)on1	-5.8%	-3.0%	-3.9%	1.4%	6.6%	-4.4%	-6.5%	2.3%
Cc1ccc(NC2c3ncccc3C(=O)N2c2ccccc2C)cc1C (centres undefined)	3.0%	9.7%	-4.1%	1.2%	?	1.1%	-1.1%	5.9%
Oc1ccccc1/C=N/n1cnn(Cc2ccccc2Cl)c1=S	-6.1%	-6.6%	4.6%	1.0%	-1.5%	0.8%	11.9%	2.0%
O=C(COC(=O)Cn1cnc2ccccc21)Nc1ccc2c(c1)C(=O)c1ccccc1C2=O	-9.7%	12.8%	-13.0%	-3.0%	-12.9%	8.4%	-0.2%	2.4%
N#C/C(=C\Nc1ccc(Cl)cn1)S(=O)(=O)c1ccccc1	0.5%	-2.2%	-6.6%	-2.3%	2.1%	-6.7%	-6.2%	2.3%
Cc1ccc2nc(N/N=C/c3ccccc3F)nc(-c3ccccc3)c2c1	5.7%	6.1%	-6.7%	0.4%	23.2%	-14.4%	13.8%	-16.5%
Cc1c(Cl)c(=O)n2c(=O)c(Cl)c(C)n12	·	-6.6%	-1.4%	-0.5%	15.0%	i	-1.5%	5.9%
Cc1ccc(C)c(N2CN(CCC3=CCCCC3)CNC2=S)c1	-1.9%	8.8%	?	-2.0%	-16.8%	i	-5.1%	-3.9%

Six compounds already listed, sorted by molecular weight, rising.
structure	aGlu spleen mod	GoLoco inh red	GAA inh	TexasRed fluor	L3MBTL1 inh	RECQ1 inh	GAA glycogen mod	TRb-SRC2 inh
CSc1ccccc1NC(=O)c1cc(CC(C)C)on1	-5.8%	-3.0%	-3.9%	1.4%	6.6%	-4.4%	-6.5%	2.3%
N#C/C(=C\Nc1ccc(Cl)cn1)S(=O)(=O)c1ccccc1	0.5%	-2.2%	-6.6%	-2.3%	2.1%	-6.7%	-6.2%	2.3%
Cc1ccc(C)c(N2CN(CCC3=CCCCC3)CNC2=S)c1	-1.9%	8.8%	?	-2.0%	-16.8%	i	-5.1%	-3.9%
Cc1ccc2nc(N/N=C/c3ccccc3F)nc(-c3ccccc3)c2c1	5.7%	6.1%	-6.7%	0.4%	23.2%	-14.4%	13.8%	-16.5%
CC(=O)NC(Cc1ccccc1)C(=O)NC1CCN(C(=O)NC2CCCCC2)CC1 (centres undefined)	-3.4%	0.1%	-8.0%	-5.2%	12.7%	i	-3.8%	4.5%
O=C(COC(=O)Cn1cnc2ccccc21)Nc1ccc2c(c1)C(=O)c1ccccc1C2=O	-9.7%	12.8%	-13.0%	-3.0%	-12.9%	8.4%	-0.2%	2.4%

Other records.
structure	aGlu spleen mod	GoLoco inh red	GAA inh	TexasRed fluor	L3MBTL1 inh	RECQ1 inh	GAA glycogen mod	TRb-SRC2 inh
CN(CC(=O)NCc1cccnc1)S(=O)(=O)c1ccccc1	-6.9%	9.2%	·	-0.7%	·	-12.4%	7.5%	-2.1%
CC1(C)C(=O)Nc2ccccc2N1C(=O)CSc1nc(-c2ccccc2)cs1	5.9%	17.8%	3.1%	31.6µM*[quencher]	-31.1%	-0.7%	11.1%	-8.1%[53 µM]
CCOC(=O)/C(=N/Nc1ccccc1OC)N1CCCc2ccccc21	1.8%	15.4%	·	0.6%	-9.0%	-10.8%	-18.1%	2.3%
CC(=O)Nc1ccc(-c2nnc(SCC(=O)Nc3ccc4c(c3)oc3ccccc34)n2C)cc1	-10.1%	21.5%	8.3%	0.2%	8.7%	-3.6%	3.4%	4.5%
COc1ccccc1NC(=O)Nc1sccc1-c1nc2ccccc2s1	-6.1%	79.6%[activator]	·	0.6%	7.5%	i	-7.8%	4.6%
Cc1cc(C(F)(F)F)nn1Cc1ccc(C(=O)NCc2ccco2)o1	-5.1%	7.2%	-13.0%	-3.4%	·	-1.7%	-13.2%	-8.4%

A portion of the library; count on the stated rates, not on these rows.
